RXFP1 ag = agonists of human relaxin receptor RXFP1 | Q9HBX9 | HEK293T-RXFP1 cAMP TR-FRET, 30 min; response scale: percent of porcine relaxin response, buffer zero | Potency, µM (series often up to 57.5 µM), for inactives: at the highest dose activation, actives largely listed as activators | actives 0.3% (n = 370,000); note: potency is the fitted concentration of half-maximal effect; % is set by controls: 0 for no effect and ±100 for the full control effect; nearly all actives have a fitted effect of over 60% in size; many of its hits are not listed in these tables
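HEK293 cells stably expressing RXFP1, treated 30 min at 37C with compounds plus PDE4 inhibitor Ro 20174; cAMP measured by HTRF TR-FRET. Normalized to buffer and 29 nM porcine relaxin; EC50 by Hill fit.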
D2 potentiator = positively modulates the human D2 dopamine receptor allosterically. P14416. HEK293 T-REx D2, calcium flux, EC20 dopamine potentiation. potentiation, % at 10 µM. actives 0.34% (n = 340,000);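 active = potentiation over 3 SD above the plate norm, cut at about 30% in these data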; note: 0% is about no effect
Target sequence (P14416 whole entry, looked up): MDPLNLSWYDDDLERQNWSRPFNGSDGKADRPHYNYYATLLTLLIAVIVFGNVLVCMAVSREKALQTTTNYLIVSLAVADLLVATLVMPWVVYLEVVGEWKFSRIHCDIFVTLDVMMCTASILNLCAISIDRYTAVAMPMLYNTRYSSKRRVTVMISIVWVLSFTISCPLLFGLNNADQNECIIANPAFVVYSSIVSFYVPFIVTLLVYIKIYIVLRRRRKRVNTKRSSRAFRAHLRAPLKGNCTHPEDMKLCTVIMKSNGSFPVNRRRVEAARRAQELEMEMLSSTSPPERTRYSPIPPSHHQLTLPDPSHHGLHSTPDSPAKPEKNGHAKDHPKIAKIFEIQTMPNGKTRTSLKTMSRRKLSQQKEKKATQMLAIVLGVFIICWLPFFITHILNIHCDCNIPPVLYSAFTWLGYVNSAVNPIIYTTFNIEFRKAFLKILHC
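Potentiation of an EC20 dopamine calcium response measured kinetically over 180 s, after a preceding 180 s compound-only read flagging agonists. Cells: inducible Hek293 Trex D2 line, 4000/well, cultured overnight at 30 C before dye loading.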
D1 antag = human D1 dopamine receptor antagonism. P21728. HEK293 TREx D1 cells, calcium flux, dopamine EC80; stronger effect = lower value. activity change, negative = inhibition, % at 10 µM. actives 3.2% (n = 360,000); in the data active = activity change below about -30%; note: % is set by controls: 0 for no effect and ±100 for the full control effect
Target sequence (P21728 whole entry, looked up): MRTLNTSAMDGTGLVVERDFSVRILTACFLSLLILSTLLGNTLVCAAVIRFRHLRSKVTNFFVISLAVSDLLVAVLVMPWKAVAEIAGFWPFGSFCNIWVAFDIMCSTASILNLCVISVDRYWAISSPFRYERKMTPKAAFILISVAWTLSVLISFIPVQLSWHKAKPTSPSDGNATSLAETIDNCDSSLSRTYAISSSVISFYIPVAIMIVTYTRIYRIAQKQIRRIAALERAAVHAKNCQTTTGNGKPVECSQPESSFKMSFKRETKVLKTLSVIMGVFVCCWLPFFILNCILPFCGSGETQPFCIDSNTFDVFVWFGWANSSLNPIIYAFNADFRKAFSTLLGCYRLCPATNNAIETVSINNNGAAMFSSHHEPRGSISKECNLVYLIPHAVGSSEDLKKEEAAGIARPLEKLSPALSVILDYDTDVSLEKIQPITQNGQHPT
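Using tetracycline-induced force-coupled D1 Hek293 cells and a calcium dye, signals were followed for 180 s after compound, then for 180 s after EC80 dopamine, to detect inhibitors.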
LDHA inh = blocks human lactate dehydrogenase A; P00338; purified LDHA, NADH/diaphorase-resazurin fluorescence; stronger effect = lower value; activity change, % (values are at about 110 or 230 µM); actives 0.15% (n = 480,000); AID 1347041; in the data active = activity change below about -30%; inconclusive = mostly about -25% to -30%;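 note: plate controls were DMSO wells for no effect and wells without enzyme for full effect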
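Human LDH5 (2 nM) was incubated with 0.06 mM NADH and 0.2 mM pyruvate for 5 min at room temperature in Tris pH 7.4. Remaining NADH was coupled through diaphorase/resazurin, and resorufin fluorescence was read at 0 and 20 min.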
GRP78 ERSR act = inducers of ER stress response in human glioma cells. U87-MG GRP78 promoter luciferase reporter, 16 h. Potency, µM, without a hit: top-dose activation, most hits filed as activators. actives 0.02% (n = 420,000); note: potency is the fitted concentration of half-maximal effect; series mostly up to about 76 µM; % of control where 0% means no effect; nearly all actives have a fitted effect of over 35% in size
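Stably transfected U87-MG glioma cells carrying a GRP78-based luciferase sensor; 16 h compound incubation. Luminescence end-point read 10 min after Bright-Glo addition at room temperature.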
D1 potentiator = enhances dopamine response at the human D1 receptor. actives 0.036% (n = 360,000). P21728. HEK293 TREx D1 cells, calcium flux, dopamine EC20 potentiation. potentiation, % at 10 µM; in the data active = potentiation above about 30%; note: 0% is about no effect
D1 ag = agonists of human D1 dopamine receptor | P21728 | HEK293 T-REx D1 cells, calcium flux, agonist mode | activation, % at 2 µM | actives 1% (n = 360,000) | AID 504660; in the data active = activation above about 30%; note: 0% is about no effect
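Inducible HEK293 T-REx D1 cells, force-coupled to calcium signalling, were plated at 4000 cells/well with tetracycline and held overnight at 30 C. After no-wash calcium dye loading, compound-evoked calcium rise over 180 s flagged agonists.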
Vif-APOBEC3G blk = blocks the Vif interaction with human APOBEC3G; actives 0.076% (n = 410,000); Potency, µM (top dose mostly 46.1 µM), without a hit: at the top dose activity, negative = active, usual class: inhibitors; Q9HC16; HeLa A3G-eYFP + Vif (tagged APOBEC3G with the HIV-1 protein that degrades it), YFP fluorescence, overnight;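 note: potency is the fitted concentration of half-maximal effect; % is set by controls: 0 for no effect and ±100 for the full control effect; nearly all actives have a fitted effect of over 60% in size; hits raise eYFP signal because A3G escapes Vif-driven loss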
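HeLa cells stably expressing Vif and C-terminally eYFP-tagged A3G, seeded overnight at 37 deg C, then exposed to compound by pintool overnight at 37 deg C. Rise in yellow fluorescence (Ex 488/Em 500-530, Acumen) marks blocked Vif-driven A3G degradation.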
Vif-APOBEC3F blk = inhibitors of Vif-A3F interaction; HeLa A3F-eYFP + Vif (tagged APOBEC3F with the HIV-1 protein that degrades it), YFP fluorescence increase; Potency, µM (top dose mostly 46.1 µM), for inactives: at the top dose activity, negative = active; actives 0.2% (n = 390,000); note: potency is the fitted concentration of half-maximal effect; % of control where 0% means no effect; nearly all actives have a fitted effect of over 65% in size
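HeLa cells stably expressing A3F-eYFP plus Vif, plated and incubated overnight at 37 deg C, then exposed to compounds overnight at 37 deg C. Blocked degradation read as raised yellow fluorescence (Ex 488/Em 500-530).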
An asterisk follows results filed as active; ? = inconclusive; / = no result given; & = joins results of further samples. Unless noted, calls come from the whole dose curve; as a rule, active = well fitted curve in the direction sought with a large enough effect; inconclusive = small, poorly fitted or top-dose-only effect, or another doubt; inactive = no such curve, though single readings can be large; an effect the other way counts as inactive or inconclusive. These rows are one share of the data. The share of hits here may be higher or lower than overall.

SMILES | RXFP1 ag | D2 potentiator | D1 antag | LDHA inh | GRP78 ERSR act | D1 potentiator | D1 ag | Vif-APOBEC3G blk | Vif-APOBEC3F blk
Cc1ccccc1-n1nnnc1SCC(=O)NCC1(N2CCOCC2)CCCCC1 | -1.5% | -12 | -8 | -9 | -2% | 1 | 2 | 0% | 2%
O=C(CC1SC(N2CCCC2)=NC1=O)Nc1ccc(C(=O)Nc2ccccc2)cc1 (configuration not stated) | -0.9% | 0 | -3 | -2 | 3% | -4 | -1 | 0% | -7%
Cc1onc(-c2ccccc2Cl)c1C(=O)N1CCN(S(=O)(=O)c2ccc(F)c(F)c2)CC1 | 4.1% | 5 | 13 | -15&4 | -1% | 5 | 2 | 0% | 0%
O=C(NCc1ccccc1F)C1CCCN(C(=O)Nc2ccccc2)C1 (configuration not stated) | -0.4% | -3 | 13 | 0 | -1% | / | 9 | 1% | -9%
Cc1cc2c(cc1C)[n+](C)cn2CC(O)COCc1ccccc1 (configuration not stated) | 0.1% | 6 | -1 | ? | 0% | 0 | 1 | 3% | -1%
COc1cc(CNc2ccc(C)c(C)c2)cc(OC)c1OC | 2.3% | 14 | 8 | -12 | -3% | -5 | 2 | ? | -11%
O=C(NCc1cccnc1)C(=O)NCC1OCCCN1S(=O)(=O)c1ccccc1 (configuration not stated) | 2.1% | -4 | 5 | -4 | -4% | -9 | -1 | 2% | -15%
O=C(Nc1onc2c1CCCC2)c1ccccc1 | 1.9% | 4 | 6 | 1 | -9% | -3 | 4 | -4% | -4%
Nc1c(-c2nc(-c3cccs3)no2)nnn1-c1cccc(Cl)c1 | 3.0% | 13 | -14 | -8 | 1% | -1 | 2 | -4% | -9%
CCCCCN1CC(O)=C(c2nc3ccccc3[nH]2)C1=N | 6.1% | -2 | 3 | -5 | 0% | -7 | 0 | 3% | 2%

Reformatted: 2 of the compounds above.
Values in the order – RXFP1 ag	D2 potentiator	D1 antag	LDHA inh	GRP78 ERSR act	D1 potentiator	D1 ag	Vif-APOBEC3G blk	Vif-APOBEC3F blk
Nc1c(-c2nc(-c3cccs3)no2)nnn1-c1cccc(Cl)c1
    3.0%	13	-14	-8	1%	-1	2	-4%	-9%
CCCCCN1CC(O)=C(c2nc3ccccc3[nH]2)C1=N
    6.1%	-2	3	-5	0%	-7	0	3%	2%

Other records:
SMILES | RXFP1 ag | D2 potentiator | D1 antag | LDHA inh | GRP78 ERSR act | D1 potentiator | D1 ag | Vif-APOBEC3G blk | Vif-APOBEC3F blk
COCCn1c(SCC(=O)Nc2cccc(OC)c2)nnc1-c1ccc(Cl)cc1 | 0.3% | 0 | 16 | -1 | -2% | 2 | 3 | -2% | 4%
Cc1ccccc1-c1nc(CN2CCC(C(=O)NCCC3=CCCCC3)CC2)c(C)o1 | 0.8% | 3 | -28 | 0 | -3% | -5 | 31* | 0% | -4%
Cc1cnc(C(=O)OCC(=O)Nc2ccc(Br)c(C)c2)cn1 | 2.9% | 17 | 5 | -12 | -2% | -3 | 7 | 1% | 0%
CC1(C)CC(=O)C=C(NCc2cccnc2)C1 | 0.5% | -1 | -3 | -6 | -5% | 1 | 4 | 3% | -4%
CCc1cc(C(=O)NNC(=S)NCC2CCCO2)cs1 (configuration not stated) | 0.0% | -10 | -1 | -4 | 2% | 5 | 1 | -2% | -2%
CCN(CC)C(=O)c1sc(N)c(C(=O)OC(C)C)c1C | 1.3% | -3 | 1 | -5 | 0% | -3 | -2 | -3% | -1%
Cn1ccnc1SCC(=O)Nc1ccc2c(c1)OCCO2 | 0.7% | 9 | 8 | -1 | -12% | 8 | 2 | -11% | 9%
CN(C)C(CNc1ncnc2sc3c(c12)CCCCC3)c1ccco1 (configuration not stated) | 4.2% | / | -5 | -6 | -6% | 0 | 4 | 0% | -1%
Cc1ccc(Cl)cc1-n1ncc2c(NC3CCCCC3)ncnc21 | 2.8% | -1 | -19 | 10&5 | -3% | -1 | -1 | -1% | -2%
CN(C)CCNC(=O)c1ccc(CS(=O)(=O)c2ccc(Br)cc2)o1 | / | / | / | -5 | 0% | / | / | 2% | -1%
O=C(CCCn1nnnc1CN1CCOCC1)N1CCC(c2ccccc2Cl)C1 (configuration not stated) | 4.4% | 9 | -4 | -2 | -4% | 1 | 6 | -1% | -5%
CC(C)CNC(=O)c1nc(-c2ccccc2)n(-c2ccccc2)n1 | -1.4% | -2 | -14 | -2 | 0% | 0 | 4 | 0% | -5%
CC(C)c1ccc(N2C(=O)CC(NNC(=O)c3ccccc3Cl)C2=O)cc1 (configuration not stated) | 0.3% | -20 | -6 | -5 | 1% | -4 | 7 | 0% | 2%
CC(=O)c1cccc(N(CC(=O)Nc2ccc(S(=O)(=O)N3CCOCC3)cc2)S(C)(=O)=O)c1 | 0.2% | 7 | -7 | -8 | -2% | -3 | 2 | 0% | -1%
O=C(Nc1ncc(Cc2ccccc2Cl)s1)c1ccc([N+](=O)[O-])cc1 | -1.5% | 11 | 16 | -10 | 3% | 11 | 3 | -8% | -20%
O=C(c1cc2ccccc2o1)N(C1CC1)C1(C(=O)Nc2ccccc2)CCCC1 | -1.6% | / | 1 | -7 | -5% | -1 | -1 | 3% | 13%
CC(C)(C)C(=O)C[n+]1cccc(C(N)=O)c1 | 2.0% | -1 | 7 | -2 | -4% | 2 | -1 | 6% | 5%
CCOc1ccc(C(C)=O)cc1N1C(=O)C2C3C=CC(O3)C2C1=O (configuration not stated) | 3.1% | 6 | -12 | -14 | -6% | -2 | 2 | -1% | -6%
O=C(CNC(=O)Cc1ccccc1)NCc1cccs1 | -0.8% | 13 | -16 | -1 | -5% | -1 | 1 | 4% | -2%
Nc1cccnc1S(=O)(=O)c1cccc(C(F)(F)F)c1 | / | / | / | 10 | -3% | / | / | -2% | -29%
CC(C)c1ccc(NC(=S)N(C)CCc2ccccn2)cc1 | -0.3% | -11 | / | -4 | 2% | -8 | 1 | 3% | -1%
Cc1cc2c(SCC(=O)Nc3cccc(O)c3)ncnc2s1 | / | / | / | -1 | 6% | / | / | 4% | 1%
CCOC(=O)C1CCN(C2CCN(Cc3nc(-c4ccccc4)no3)CC2)CC1 | 0.7% | 1 | -15 | -3 | 0% | -3 | 2 | 0% | 3%
CC1=CC(=C2C(=O)c3ccccc3C2=O)C=C(C)N1C | 0.3% | -11 | -1 | -13 | 1% | -4 | 2 | -7% | 8%
CCN(CC(=O)Nc1ccccc1OC)C(=O)CSCc1ccc(C)cc1 | 2.7% | 9 | 6 | 0 | -3% | / | 11 | -2% | 12%
CCn1cc(CN2CCN(Cc3ccc(OC)c(C)c3C)C(CCO)C2)c(C)n1 (configuration not stated) | 1.2% | 0 | 2 | -7 | 1% | -2 | 0 | 1% | 5%
O=C(Nc1cccc(Cl)c1)ON=C1c2ccccc2-c2ccccc21 | 3.9% | -19 | -27 | 0 | -1% | -2 | 0 | 1% | 0%
CCN(Cc1cnn(C)c1)Cc1nc(C(c2ccccc2)c2ccccc2)no1 | 1.1% | -27 | -7 | -15 | -2% | -9 | 1 | 0% | 6%
CC(=O)C(Sc1ncnc2c1nnn2-c1ccc(F)cc1)C(=O)N(C)C (configuration not stated) | 4.0% | 4 | -1 | 6 | 4% | 2 | 4 | 0% | -5%
CCOC(=O)N(NC(=O)C(O)(C(C)C)C(C)C)c1ccccc1 | 0.7% | 2 | 15 | -9 | -3% | 8 | -4 | 0% | 3%
CCc1ccc(S(=O)(=O)NCc2cccnc2)cc1 | -0.6% | -3 | 8 | -1 | -4% | 0 | 3 | 1% | -4%
CCc1c(O)nc(SCc2ccccc2)n(C(C)CC)c1=O (configuration not stated) | -1.7% | -19 | 2 | -4 | -3% | -2 | 5 | -3% | -2%
O=C(N/N=C/c1ccc[nH]1)c1c[nH]c2ccccc12 | -2.3% | -19 | 12 | 2 | 4% | -1 | 0 | -10% | 1%
Cc1cc(C(=O)N(C)CC(=O)Nc2ccccc2C(F)(F)F)c(C)o1 | 0.1% | -6 | -8 | -1 | -2% | -3 | 1 | -8% | 0%
CCCCNC(=S)NCc1ccc2[nH]c3c(c2c1)CCCC3 | -1.6% | -2 | -11 | 0 | -1% | -1 | 7 | 7% | 6%
O=C(NCC1CCN(C(=O)c2cccc([N+](=O)[O-])c2)CC1)c1cccc([N+](=O)[O-])c1 | 8.1% | -17 | -1 | 1 | -2% | 6 | -2 | -1% | 6%
CN(CC1CCCO1)S(=O)(=O)c1ccc(C(=O)Nc2ccc(S(N)(=O)=O)cc2)cc1 (configuration not stated) | 1.1% | 12 | -2 | -4 | -2% | -4 | 10 | 2% | 0%
Cn1c(-n2c(CCCN3C(=O)c4ccccc4C3=O)nc3ccccc3c2=O)nc2ccccc21 | 0.0% | 6 | 19 | -11 | -7% | -7 | 0 | 0% | -3%
O=C1c2cccc3c(O)ccc(c23)C(=O)N1Cc1ccco1 | 10% | 8 | 6 | 3 | -3% | 0 | 272* | 9% | -51%
CCOc1ccc(NC2CCCCC2NS(=O)(=O)c2ccccc2)cc1 (configuration not stated) | -0.7% | 5 | -35* | -3 | -4% | 22 | -1 | 2% | -14%
CCN(Cc1cc(=O)n2ccsc2n1)Cc1nc2cc(OC)c(OC)cc2c(=O)[nH]1 | -0.8% | 12 | 1 | 2 | -5% | -3 | 2 | -9% | -6%
O=C(NCCCc1ccccc1)c1ccc([N+](=O)[O-])cc1Cl | -0.7% | 11 | -4 | -1 | -3% | -3 | 1 | -3% | -5%
Cc1onc(-c2ccccc2)c1C(=O)NCCc1c[nH]c2ccccc12 | 1.5% | 0 | 6 | -11 | 0% | 8 | 4 | -5% | -14%
O=C(N/N=C/c1ccc(O)cc1O)C1CC1 | / | / | / | 0 | 0% | / | / | 0% | 0%
COc1ccc(C)cc1N(CC(=O)N1CCCCCC1)S(=O)(=O)c1ccc(C)cc1 | -3.4% | 6 | -3 | -4 | -3% | 7 | 1 | -7% | 6%
Cc1nc(COC(=O)c2c(C)nn(-c3ccccc3)c2C)cs1 | 1.3% | 0 | -5 | 2 | -3% | -3 | 4 | 4% | -22%
COc1ccc(OCC(=O)Nc2ccc(N3CCN(Cc4ccccc4F)CC3)cc2)cc1 | 2.2% | 4 | -3 | -12 | 0% | -7 | 3 | 4% | 1%

Source: PubChem BioAssay (National Center for Advancing Translational Sciences (NCATS))
